Assay outcomes as filed in PubChem BioAssay.
USP17 inh: inhibitors of human USP17 deubiquitinase; AID 1645855, 2021; inhibition, % at 50 µM; Ubiquitin carboxyl-terminal hydrolase 17-like protein 5 (Homo sapiens), A8MUK1; purified USP17, Ub-rhodamine cleavage fluorescence, 3 h; 47,000 compounds, 6.5% hits
Target sequence (A8MUK1 whole entry, looked up): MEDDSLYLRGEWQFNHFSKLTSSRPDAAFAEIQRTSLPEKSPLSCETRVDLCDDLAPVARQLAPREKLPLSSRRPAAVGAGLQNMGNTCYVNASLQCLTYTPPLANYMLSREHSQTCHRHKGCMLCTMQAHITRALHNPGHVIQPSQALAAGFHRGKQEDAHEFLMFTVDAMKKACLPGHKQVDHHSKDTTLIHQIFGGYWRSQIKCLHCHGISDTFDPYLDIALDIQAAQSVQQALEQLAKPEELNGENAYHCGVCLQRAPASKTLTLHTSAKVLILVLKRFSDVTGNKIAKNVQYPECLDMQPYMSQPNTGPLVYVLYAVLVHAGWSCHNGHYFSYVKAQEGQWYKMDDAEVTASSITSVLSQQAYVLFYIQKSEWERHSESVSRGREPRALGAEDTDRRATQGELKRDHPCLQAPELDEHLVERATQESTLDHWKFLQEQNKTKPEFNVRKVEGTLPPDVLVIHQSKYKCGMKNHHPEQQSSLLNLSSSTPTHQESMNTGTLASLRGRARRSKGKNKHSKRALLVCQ
UCHL1 block: inhibitors of human UCHL1 deubiquitinase; purified UCHL1, Ub-rhodamine cleavage fluorescence; inhibition, % at 20 µM; 47,000 compounds, 0.2% hits; AID 1645859, 2021
USP8 inh: inhibitors of human USP8 deubiquitinase; Ubiquitin carboxyl-terminal hydrolase 8 (Homo sapiens), P40818; inhibition, % at 20 µM; purified USP8, Ub-rhodamine cleavage fluorescence, 30 min; 47,000 compounds, 4.2% hits
USP30 inh: inhibitors of human USP30 deubiquitinase | Ubiquitin carboxyl-terminal hydrolase 30 (Homo sapiens), Q70CQ3 | purified USP30, Ub-rhodamine cleavage fluorescence | inhibition, % at 25 µM | 47,000 compounds, 5.3% hits | AID 1645860, 2021
Target sequence (Q70CQ3 whole entry, looked up): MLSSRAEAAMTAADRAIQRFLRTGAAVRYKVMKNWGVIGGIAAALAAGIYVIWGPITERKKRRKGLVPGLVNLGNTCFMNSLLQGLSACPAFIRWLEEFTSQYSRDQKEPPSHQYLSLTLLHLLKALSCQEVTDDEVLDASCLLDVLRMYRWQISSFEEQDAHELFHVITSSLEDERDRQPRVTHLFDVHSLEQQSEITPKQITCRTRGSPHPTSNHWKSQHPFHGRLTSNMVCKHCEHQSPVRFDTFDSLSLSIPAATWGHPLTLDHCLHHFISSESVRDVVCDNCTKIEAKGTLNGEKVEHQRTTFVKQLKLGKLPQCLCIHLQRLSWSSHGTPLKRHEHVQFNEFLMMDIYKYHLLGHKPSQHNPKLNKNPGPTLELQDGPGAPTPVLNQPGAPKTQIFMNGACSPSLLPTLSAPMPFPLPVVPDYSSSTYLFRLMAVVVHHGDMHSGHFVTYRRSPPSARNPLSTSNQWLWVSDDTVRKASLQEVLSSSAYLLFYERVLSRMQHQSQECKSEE
USP28 inh: inhibitors of human USP28 deubiquitinase; inhibition, % at 25 µM; Ubiquitin carboxyl-terminal hydrolase 28 (Homo sapiens), Q96RU2; 47,000 compounds, 3% hits; purified USP28, Ub-rhodamine cleavage fluorescence, 30 min; AID 1645857, 2021
USP7 inh: inhibitors of human USP7 deubiquitinase; Ubiquitin carboxyl-terminal hydrolase 7 (Homo sapiens), Q93009; purified USP7, Ub-rhodamine cleavage fluorescence; inhibition, % at 20 µM; 47,000 compounds, 0.3% hits; AID 1645854, 2021
USP10 block: inhibitors of human USP10 deubiquitinase; Ubiquitin carboxyl-terminal hydrolase 10 (Homo sapiens), Q14694; purified USP10, Ub-rhodamine fluorescence, 60 min; inhibition, % at 20 µM; 47,000 compounds, 1.1% hits
OTUD3 inh: inhibitors of human OTUD3 deubiquitinase | OTU domain-containing protein 3 (Homo sapiens), Q5T2D3 | purified OTUD3, Ub-rhodamine fluorescence, 2 h | inhibition, % at 25 µM | 47,000 compounds, 0.7% hits | AID 1645858, 2021
Starred values were filed as active, the others as inactive; i = inactive; / = not tested or not shown. No stated cut-off is given here; in the data, active means inhibition above about 30%; inactive means the rest.

| Molecule | USP17 inh | USP10 block | USP30 inh | USP28 inh | USP8 inh | UCHL1 block | USP7 inh | OTUD3 inh |
| --- | --- | --- | --- | --- | --- | --- | --- | --- |
| O=C(NCc1cnn2ccccc12)c1ccc2c(c1)OCO2 | -10 | -2 | -6 | -2 | -7 | -2 | -2 | -8 |
| COc1ccccc1C(=O)Nc1cccc(Oc2ccccc2)c1 | 13 | 12 | 16 | 20 | 11 | 6 | 0 | 6 |
| Cc1ccc(-n2ccn3cc(-c4ccccc4C)nc3c2=O)cc1Cl | / | 5 | -87 | -18 | 12 | -1 | 2 | -8 |
| Cc1cccc(Cc2nc(CC(=O)NC3CCCCCC3)n[nH]2)c1 | 11 | 2 | 25 | 14 | 16 | 2 | -13 | 13 |
| Cc1ccc(C(=O)N2CCc3cc4ccccc4nc32)cc1 | -3 | 0 | 0 | 1 | 6 | -3 | -39 | -2 |
| CC(=O)N1CCN(S(=O)(=O)c2ccc(Cl)cc2)CC2(CC(=O)N(C)C2)C1 (centres undefined) | 2 | 0 | 12 | 5 | -3 | -1 | 2 | 16 |
| Cc1ccn2cc(C(=O)NCCN3CCOCC3)nc2c1 | 0 | 2 | 0 | -1 | -2 | 0 | 2 | 1 |
| O=C1NCCCC12CCN(Cc1cnc3ccccc3n1)CC2 | 13 | -1 | 10 | 10 | 15 | 5 | 9 | 14 |
| CC(C)n1cc2cc(C(=O)NC3CCN(Cc4ccccc4)CC3)sc2c1 | -3 | -8 | -94 | -37 | 51* | -1 | -26 | -31 |
| COc1ccc(NC(=O)c2cncc(NS(=O)(=O)c3ccccc3)c2)cc1 | 1 | 0 | -1 | 2 | 7 | 4 | 4 | 4 |
| Cc1ccc(NC(=O)COC(=O)CCCC2=NS(=O)(=O)c3ccccc3N2)c(C)c1 | 0 | 2 | 4 | -10 | -9 | -2 | 2 | 0 |
| Cn1c(=O)n(C)c2cc(N3CCCC3)c(NC(=O)c3c(F)cccc3F)cc21 | 7 | 0 | -11 | -7 | 12 | 0 | -2 | 0 |
| CC(=O)Nc1c(-c2ccccn2)nsc1C(=O)N1CCc2ccccc2C1 | -7 | 1 | -11 | -4 | -16 | -2 | -12 | 2 |
| COc1ccc(-c2ncc(NC(=O)C3CC3)cn2)cc1 | 0 | -1 | 12 | -2 | -62 | -1 | 2 | 5 |
| Cc1ccc2c(c1)c1nc3ccccc3nc1n2Cc1ccccc1OCCC(C)C | -6 | -3 | -42 | -3 | 0 | 0 | 1 | -8 |
| COc1ccc(CC(=O)Nc2ncc(C)s2)c(OC)c1OC | -18 | 2 | -18 | -9 | 2 | -1 | / | -9 |
| COc1ccc2c(c1)c1ncn(CCC3=CCCCC3)c(=O)c1n2C | 16 | 7 | 31* | 47* | 15 | 8 | -68 | 16 |
| CCn1c(=O)c2nscc2n(CC(=O)NCc2ccccc2)c1=O | -10 | -14 | -34 | -22 | 16 | -1 | -23 | -15 |
| O=C(/C=C/c1cn(-c2ccccc2)nc1-c1cc2ccccc2o1)c1ccc(N2CCOCC2)cc1 | -29 | -4 | -85 | -18 | -4 | -3 | 0 | -22 |
| Cc1c(C(=O)NCC(C)C)nnn1-c1cccc2c1CCN(CC1CC1)C2 | -9 | -4 | -36 | -10 | 15 | 0 | -2 | -4 |
| CN(C)c1nc2c(c(=O)[nH]1)CCN(Cc1cccnc1)CC2 | -7 | -4 | -23 | -11 | 0 | -1 | -1 | -7 |
| Cc1ccc2nc3c(cc(C(=O)NCCCn4ccnc4)n3C)c(=O)n2c1 | 5 | 0 | 0 | 0 | 3 | 2 | 4 | 2 |
| Cc1ccccc1OCC(=O)Oc1ccc(-n2cnnn2)cc1 | -12 | 0 | -17 | -10 | -7 | 0 | -18 | -4 |
| O=C(c1ccccc1Cl)N(c1ccccn1)c1ccccn1 | 3 | -2 | -12 | -5 | 0 | -2 | -3 | -4 |
| O=C(NCc1ccc2c(c1)OCO2)c1ccc(CSc2nc3ccncc3[nH]2)cc1 | 3 | -13 | -29 | 6 | -17 | -3 | -4 | -8 |
| Cc1cc(C)c(NC(=O)Cc2c(C)nc3c(-c4ccccc4)c(C)nn3c2C)c(C)c1 | 22 | 11 | 35* | 18 | -59 | 3 | 6 | 17 |
| COc1cccc(C(=O)Nc2ccc3nc(N4CCN(c5ncccn5)CC4)cc(C)c3c2)c1OC | 59* | -3 | 85* | 24 | 59* | -5 | -77 | 18 |
| O=C(c1ccc2ccccc2n1)N1CC2CN(S(=O)(=O)c3ccccc3)CC(C1)O2 | 13 | 2 | 19 | 8 | -12 | 2 | 5 | 16 |
| CCc1cccc2c1NC(=O)[C@]21[C@@H]2C(=O)N(c3ccc4ccccc4c3)C(=O)[C@@H]2[C@@H]2CCCN21 | -133 | -10 | i | -203 | -202 | -159 | -144 | -170 |
| COCCCN1CC(=O)N2C(c3cccc([N+](=O)[O-])c3)c3[nH]c4ccccc4c3C[C@@H]2C1=O (some centres undefined) | -13 | -2 | -15 | -12 | -3 | 1 | -62 | -8 |

Sorted by the number under OTUD3 inh (largest number first): 3 of the compounds above
compound	OTUD3 inh
CC(=O)N1CCN(S(=O)(=O)c2ccc(Cl)cc2)CC2(CC(=O)N(C)C2)C1 (centres undefined)	16
COc1ccccc1C(=O)Nc1cccc(Oc2ccccc2)c1	6
O=C(NCc1ccc2c(c1)OCO2)c1ccc(CSc2nc3ccncc3[nH]2)cc1	-8

Going on with the list:
| Molecule | USP17 inh | USP10 block | USP30 inh | USP28 inh | USP8 inh | UCHL1 block | USP7 inh | OTUD3 inh |
| --- | --- | --- | --- | --- | --- | --- | --- | --- |
| c1ccc(-n2cc(-c3noc(-c4ccco4)n3)nn2)cc1 | 0 | 1 | -17 | -3 | 5 | 0 | -1 | -18 |
| O=C(Nc1nc2ccccc2s1)c1ccc2c(c1)C(=O)N(Cc1cccnc1)C2=O | 58* | 7 | 24 | -3 | 5 | 3 | 4 | 1 |
| COCCNC(=O)CCCn1c(=O)c2cc(OC)c(OC)cc2n(CC(=O)N2CCCc3ccccc32)c1=O | 22 | 0 | 29 | 8 | 8 | 5 | 7 | 15 |
| CS(=O)(=O)N1CCn2c(nnc2C2CCNCC2)C1 | -4 | 1 | 0 | -13 | -38 | 0 | 2 | -2 |
| Cn1nc(-c2ccccc2)cc1-n1cnc2ccccc21 | -5 | 1 | 3 | 3 | 4 | -1 | -10 | 0 |
| COCCn1cnc(-c2nc(C(=O)NCC3CCCO3)c3ccccn23)c1 (centres undefined) | -7 | -5 | -15 | -6 | -127 | -1 | 1 | 22 |
| CC(=O)Nc1cccc(Nc2nnc(-n3nc(C)cc3C)c3ccccc23)c1 | -3 | 2 | -10 | -13 | -8 | -1 | 4 | -7 |
| Cc1nc(C)n(CC(=O)N2C[C@@H](c3ccccc3F)[C@@]3(CCCC(=O)N3)C2)n1 | -5 | -1 | 0 | -6 | -3 | -3 | -1 | -4 |
| COc1ccc(-c2cc(C(=O)Nc3ccccc3F)on2)cc1 | 42* | 4 | 0 | 2 | 15 | 2 | 11 | 0 |
| O=C(N[C@H]1[C@H](O)[C@H](O)C[C@@H]1c1ccncc1)C1CC1 | -10 | 1 | -14 | 2 | 9 | 3 | 1 | 2 |
| Cc1ccccc1-c1noc(Cn2c(=O)[nH]c3cc4c(cc3c2=O)OCO4)n1 | -9 | -5 | -51 | -21 | -8 | -4 | -1 | -21 |
| COCCNC(=O)c1nc2c(o1)CN(CC1CC1)C2 | -165 | -3 | -40 | -10 | -90 | 1 | 3 | -3 |
| CCOc1ccc([C@H]2[C@H](C(=O)O)CC(=O)N2Cc2ccccc2)cc1 | -1 | -2 | -2 | -12 | -6 | -3 | 2 | 1 |
| Cc1cc(N(C)C)nc(N2CCN(S(=O)(=O)c3ccc(-c4ccccc4)cc3)CC2)n1 | -6 | -3 | -11 | -3 | 6 | 2 | 10 | -12 |
| CC(=C/C(=O)O)/C=C/[C@]1(O)[C@@]2(C)CO[C@]1(C)C[C@@H](O)C2 | 17 | 2 | 10 | 7 | 2 | 0 | 0 | 1 |
| Cc1ccccc1-n1c(=O)n(Cc2ccccc2N)c(=O)c2[nH]cnc21 | -99 | -6 | -332 | -74 | -204 | -29 | -37 | -62 |
| CC(C)(C)c1nnc(CN2CCC(C3CCCCCN3C(=O)Nc3ccccc3)CC2)o1 (centres undefined) | 2 | -2 | -1 | 5 | 1 | -1 | 0 | 0 |
| CN(C)c1nc2c(cc1C(=O)N1CCCC1)CCN(c1ncc(F)cn1)CC2 | -7 | -2 | -3 | 2 | -14 | 1 | -14 | -1 |
| CN(Cc1ccccc1)C(=O)Cn1cnc2c(cnn2C)c1=O | 1 | 0 | -4 | -13 | 8 | -1 | 2 | -8 |
| O=C(Nc1ccc(F)cc1F)c1ccc(-c2nc(-c3ccc(F)cc3)cs2)cc1 | 3 | 11 | 2 | 3 | 14 | 0 | 8 | 7 |
| CSCCC(NS(=O)(=O)c1ccc(NC(C)=O)cc1)c1nnc2ccccn12 (centres undefined) | -34 | -12 | -39 | -11 | -96 | -6 | -6 | -6 |
| CC(=O)N1CCCC(c2nnc3n2CCN(Cc2cccc(F)c2)CC3)C1 (centres undefined) | 0 | 0 | 0 | -4 | 1 | -2 | 0 | -5 |
| O=C(O)c1cccc(NC(=O)C(Sc2cccc(NC(=O)c3cccc(Cl)c3)c2)c2ccccc2)c1 (centres undefined) | 42* | 46* | -4 | 26 | 3 | 4 | -5 | 3 |
| Oc1c(C(c2cccs2)N2CCN(c3ccccc3)CC2)sc2ncnn12 (centres undefined) | -5 | 0 | 2 | 3 | 4 | 1 | 3 | 2 |
| COCCCNC(=O)C1CCN(c2nc3cccnc3n(Cc3ccc(C)cc3)c2=O)CC1 | -9 | -1 | -64 | -9 | -28 | -2 | -8 | -10 |
| C[C@H](NC(=O)c1ccc2c(c1)OCO2)c1nc2cc(-c3ccc(F)cc3)ncn2n1 | 35* | 12 | -9 | 1 | 18 | -2 | -19 | 3 |
| NC(=O)COC(=O)c1c2c(nc3ccccc13)/C(=C/c1ccc(F)cc1)CCC2 | -24 | 6 | -80 | -4 | -16 | 5 | -16 | -30 |
| O=C(NCc1cccs1)c1csc(C2COc3ccccc3O2)n1 (centres undefined) | 9 | 7 | 3 | 4 | -29 | 2 | -9 | 13 |
| CCc1ccccc1NC(=O)Cc1nc(-c2ccc(OC)cc2)no1 | 6 | 8 | 17 | -1 | 0 | 0 | 0 | 12 |
| CC1Cc2ccccc2N1S(=O)(=O)c1cccc(C(=O)Nc2ccc(Oc3ccccc3)cc2)c1 (centres undefined) | 5 | 7 | 14 | 13 | 18 | 5 | 11 | 4 |
| COc1ccc(CC(=O)NCCC(c2ccccc2)c2ccccc2)cc1 | 7 | 9 | 25 | 9 | 10 | 1 | 2 | 10 |
| O=C(CNCC(c1ccc(F)cc1)N1CCOCC1)NCc1ccccc1Cl (centres undefined) | -16 | -3 | -10 | -2 | -14 | -14 | -8 | 0 |
| Clc1ccccc1CSc1ncnc2c1sc1nc(-c3ccccc3)c3c(c12)CCC3 | -2 | -4 | -14 | -16 | -3 | -5 | -2 | -7 |
| O=S(=O)(c1ccc(-n2cnnn2)cc1)N1CCNCC1 | 15 | 5 | 23 | 15 | 17 | 0 | 3 | 8 |
| COC(=O)c1cc(NC(=O)Nc2ccccc2C(F)(F)F)ccc1N1CCOCC1 | 0 | -4 | -7 | 4 | -10 | 0 | 0 | -16 |
| O=C(NCc1cccnc1)[C@H]1CO[C@H]2CCN(Cc3ccco3)C[C@H]2C1 | -25 | 1 | -3 | -3 | -160 | -1 | -1 | 5 |
| O=C(C1CCOC1)N1CCC2(CC1)CN(c1ncccn1)c1ccccc12 (centres undefined) | -12 | 0 | -10 | -9 | -64 | -2 | -2 | -4 |
| Cc1ccc(OCCCn2c(CNC(=O)c3ccco3)nc3ccccc32)cc1 | 17 | -2 | 25 | 19 | 41* | 5 | -1 | 10 |
| O=C(Nc1cccc(Br)c1)c1cccc(N2CCCCS2(=O)=O)c1 | -9 | 1 | -16 | -1 | 5 | 0 | -20 | -2 |

Marked active in USP10 block, of those listed so far:
| Molecule | USP17 inh | USP10 block | USP30 inh | USP28 inh | USP8 inh | UCHL1 block | USP7 inh | OTUD3 inh |
| --- | --- | --- | --- | --- | --- | --- | --- | --- |
| O=C(O)c1cccc(NC(=O)C(Sc2cccc(NC(=O)c3cccc(Cl)c3)c2)c2ccccc2)c1 (centres undefined) | 42* | 46* | -4 | 26 | 3 | 4 | -5 | 3 |

Profiles from above.
Entry for Cc1ccc(OCCCn2c(CNC(=O)c3ccco3)nc3ccccc32)cc1 = USP17 inh = 17; USP10 block = -2; USP30 inh = 25; USP28 inh = 19; USP8 inh = 41*; UCHL1 block = 5; USP7 inh = -1; OTUD3 inh = 10
Entry for O=C(NCc1cccnc1)[C@H]1CO[C@H]2CCN(Cc3ccco3)C[C@H]2C1 = USP17 inh = -25; USP10 block = 1; USP30 inh = -3; USP28 inh = -3; USP8 inh = -160; UCHL1 block = -1; USP7 inh = -1; OTUD3 inh = 5
